DRD3 agonist = qHTS of D3 Dopamine Receptor Agonist: qHTS. D3R DiscoveRx beta-arrestin cells, luminescence, 90 min. max activation, %. actives 0.58% (n = 410,000); in the data active = max activation above about 30%; also: 0% is about no effect; mostly tested at two doses, the higher about 12 µM
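Agonist mode: compounds and dopamine controls were applied to plated cells for 90 min at 37 degrees C after an overnight attachment at 1500 cells/well. Luminescent read-out followed 30 - 60 minutes at room temperature with DiscoveRx detection reagent.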
EPAC2 ag = qHTS for Agonist of cAMP-regulated guanine nucleotide exchange factor 4 (EPAC2): primary screen. EPAC2 activation, biochemical qHTS; response scale: 100% = 6.5 mM cAMP response. Potency, µM (titrated, usually from 154 µM), without a hit: at the top dose activation, most hits filed as activators. actives 0.079% (n = 360,000); also: potency is read from the fitted curve at half-maximal effect; nearly all actives have a fitted effect of over 50% in size
Target sequence (Q8WZA2 whole entry, looked up): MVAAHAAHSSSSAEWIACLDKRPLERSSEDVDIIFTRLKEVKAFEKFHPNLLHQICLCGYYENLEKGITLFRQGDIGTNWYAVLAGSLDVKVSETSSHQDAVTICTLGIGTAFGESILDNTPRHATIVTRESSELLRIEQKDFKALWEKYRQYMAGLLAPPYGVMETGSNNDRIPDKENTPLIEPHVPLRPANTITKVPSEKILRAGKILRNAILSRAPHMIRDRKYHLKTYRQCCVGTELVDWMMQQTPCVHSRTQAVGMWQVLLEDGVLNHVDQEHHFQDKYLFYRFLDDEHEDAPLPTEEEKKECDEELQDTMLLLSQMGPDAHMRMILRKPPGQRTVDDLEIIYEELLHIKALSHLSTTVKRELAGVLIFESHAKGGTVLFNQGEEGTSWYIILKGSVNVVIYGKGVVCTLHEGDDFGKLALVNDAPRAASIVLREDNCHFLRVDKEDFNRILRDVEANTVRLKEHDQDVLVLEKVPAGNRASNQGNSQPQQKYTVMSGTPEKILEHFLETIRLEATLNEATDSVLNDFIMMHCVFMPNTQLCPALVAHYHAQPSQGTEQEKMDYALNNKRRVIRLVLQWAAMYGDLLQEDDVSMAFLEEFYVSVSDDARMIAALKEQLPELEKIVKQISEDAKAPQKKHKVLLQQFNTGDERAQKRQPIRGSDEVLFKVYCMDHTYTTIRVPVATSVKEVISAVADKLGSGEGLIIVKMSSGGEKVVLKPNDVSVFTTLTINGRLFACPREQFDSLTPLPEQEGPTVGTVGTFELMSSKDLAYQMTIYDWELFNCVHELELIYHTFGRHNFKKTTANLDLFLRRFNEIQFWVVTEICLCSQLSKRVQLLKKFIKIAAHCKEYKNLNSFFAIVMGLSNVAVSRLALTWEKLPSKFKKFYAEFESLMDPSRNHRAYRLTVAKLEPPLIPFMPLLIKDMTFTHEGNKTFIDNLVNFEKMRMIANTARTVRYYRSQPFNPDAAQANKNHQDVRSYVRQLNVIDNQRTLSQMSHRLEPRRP
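Compounds were added across a concentration range to EPAC2 (100 nM), RAP1B-BODIPY-GDP (250 nM) and GDP (50 uM). After 5 min at room temperature, fluorescence was recorded at 5-min intervals for 30 min.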
Abeta yeast res = qHTS for compounds that reverse cellular toxicity of Amyloid beta (A-beta) peptide in yeast: Primary Screen; yeast expressing A-beta42, growth rescue, OD600, 48 h; response scale: 0% DMSO, 100% iron-clioquinol control; Potency, µM (highest dose often 46.1 µM), for inactives: top-dose growth rescue, usual class: activators; actives 0.063% (n = 410,000); AID 1347071, 2019; also: potency is read from the fitted curve at half-maximal effect; nearly all actives have a fitted effect of over 55% in size
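Growth rescue measured by 600 nm absorbance after 48 h yeast culture at 30 C with compound. Values normalized between DMSO and an equimolar ferric chloride plus clioquinol control.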
aSyn yeast inh = qHTS of alpha-syn Inhibitors. Yeast expressing alpha-synuclein, growth rescue, BacTiter-Glo, 24 h. Potency, µM (top dose mostly 46.1 µM), inactives show top-dose growth rescue (activation), most hits filed as activators. actives 0.14% (n = 370,000). AID 652106, 2013; also: potency is read from the fitted curve at half-maximal effect; % of control where 0% means no effect; nearly all actives have a fitted effect of over 65% in size
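Galactose-induced alpha-syn yeast (OD600=0.02, raffinose-pregrown) + pinned cpd, 24 hr, 30 deg C; growth by BacTiter-Glo luminescence. Growth restoration scores as activation.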
TDP-43 yeast inh = qHTS of TDP-43 Inhibitors | TDP-43 expressing yeast growth rescue, BacTiter-Glo, 24 h | Potency, µM (top dose mostly 46.1 µM), for the others: at the top dose growth rescue (activation), usual class: activators | actives 1.8% (n = 410,000); also: potency is read from the fitted curve at half-maximal effect; % of control where 0% means no effect; nearly all actives have a fitted effect of over 50% in size
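Yeast expressing TDP-43 (pregrown in raffinose, seeded at OD600=0.02 in galactose medium) exposed to compounds 24 hr at 30 deg C. Growth read by BacTiter-Glo luminescence; rescue of toxicity appears as increased signal.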
D3 antag = qHTS of D3 Dopamine Receptor Antagonist: qHTS; D(3) dopamine receptor (Homo sapiens), P35462; actives 2.5% (n = 360,000); max response, negative = inhibition, %; D3R cells, DiscoveRx beta-arrestin luminescence, antagonist mode; active compounds read low; in the data active = max response below about -50%; inconclusive = no clear call, values can overlap the other calls; also: % is scaled to controls: 0 for no effect and ±100 for the full control effect; mostly tested at two doses, the higher about 12 µM
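Cells expressing the human receptor were seeded at 1500 cells/well, incubated overnight at 37 degrees C in 5% CO2, then exposed to library compounds with dopamine controls for 90 minutes at 37 degrees C before luminescent detection.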
FUS suppressor = qHTS for Suppressors of FUS Proteinopathy: Primary screen using FUS-linked yeast assay | S. cerevisiae FUS-expressing, growth rescue, OD600, 24 h | Potency, µM (top dose mostly 76.6 µM), for inactives: at the top dose growth rescue (activation), most hits filed as activators | actives 0.24% (n = 390,000);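 also: potency is read from the fitted curve at half-maximal effect; plate controls were DMSO vehicle for no effect and reference control for full effect; nearly all actives have a fitted effect of over 55% in size; some results filed as inactive show a strong effect at the top dose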
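Read-out: OD at 600 nm after 24hr at 30C, reporting rescue of FUS-induced yeast toxicity. Cells at OD 0.005 in galactose (2%) minimal medium; compounds tested in a dilution series; CP55940 titration from 92uM final as control.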
EPAC2 antagonist = qHTS for Antagonist of cAMP-regulated guanine nucleotide exchange factor 2 (EPAC2): primary screen. actives 0.18% (n = 360,000). AID 720708, 2013. Rap guanine nucleotide exchange factor 4 (Homo sapiens), Q8WZA2. EPAC2 GEF exchange of Rap1B-BODIPY-GDP, fluorescence. Potency, µM (highest dose often 114 µM), for inactives: top-dose activity, negative = inhibition, most hits filed as inhibitors; also: potency is read from the fitted curve at half-maximal effect; % is scaled to controls: 0 for no effect and ±100 for the full control effect; nearly all actives have a fitted effect of over 45% in size; many of its hits are not listed in these tables
Active calls of the source: *; ? = inconclusive; / = not tested or not shown; & = joins results of further samples; [ ] = another dose, or the depositor's remark. Unless noted, calls follow the shape of the dose curve; as a rule, active = well fitted curve in the direction sought with a large enough effect; inconclusive = small, poorly fitted or top-dose-only effect, or another doubt; inactive = no such curve, though single readings can be large; an effect the other way counts as inactive or inconclusive.

Start of the data: the first 6 entries, ahead of the listing:
Values run as follows: D3 antag	Abeta yeast res	TDP-43 yeast inh	aSyn yeast inh	DRD3 agonist	EPAC2 ag	FUS suppressor	EPAC2 antagonist
> COc1ccccc1CNC(=O)C1CC(c2cccc([N+](=O)[O-])c2)=NO1 (stereo unspecified)
    4	21%	?	4%	2	8%	6%	?
> CC(C)N1C[C@@]23C=C[C@@H](O2)C(C(=O)OCc2ccccc2)[C@H]3C1=O (stereo partly specified)
    -11	-6%	3%	6%	-6	-4%	-3%	5%
> CCCC(CCC)C(=O)NNc1cc(=O)c2c(=O)n(C)c(=O)n(C)c2[nH]1
    2	-3%	4%	7%	1	-8%	/	7%
> O=C(O)c1ccccc1C(=O)NCc1ccc2c(c1)OCO2
    -20	-16%	4%	-3%	4	14%	-20%	1%
> CCOC(=O)c1cc(C)[nH]c(=S)c1C#N
    7	-2%	20%	1%	1	4%	-5%	2%
> O=c1sc2ccccc2n1CCOc1ccccc1
    14	7%	11µM*	0%	3	11%	1%	-4%

All compounds of this part (from the top)
Values run as follows: D3 antag	Abeta yeast res	TDP-43 yeast inh	aSyn yeast inh	DRD3 agonist	EPAC2 ag	FUS suppressor	EPAC2 antagonist
> COc1ccccc1CNC(=O)C1CC(c2cccc([N+](=O)[O-])c2)=NO1 (stereo unspecified)
    4	21%	?	4%	2	8%	6%	?
> CC(C)N1C[C@@]23C=C[C@@H](O2)C(C(=O)OCc2ccccc2)[C@H]3C1=O (stereo partly specified)
    -11	-6%	3%	6%	-6	-4%	-3%	5%
> CCCC(CCC)C(=O)NNc1cc(=O)c2c(=O)n(C)c(=O)n(C)c2[nH]1
    2	-3%	4%	7%	1	-8%	/	7%
> O=C(O)c1ccccc1C(=O)NCc1ccc2c(c1)OCO2
    -20	-16%	4%	-3%	4	14%	-20%	1%
> CCOC(=O)c1cc(C)[nH]c(=S)c1C#N
    7	-2%	20%	1%	1	4%	-5%	2%
> O=c1sc2ccccc2n1CCOc1ccccc1
    14	7%	11µM*	0%	3	11%	1%	-4%
> O=[N+]([O-])c1ccc(S(=O)(=O)NCC(c2cccnc2)N2CCOCC2)cc1 (stereo unspecified)
    -11	-4%	0%	2%	2	11%	13%	3%
> CN(CCCCOc1ccc(F)cc1)Cc1ccccc1
    -83*	9%	8%	1%	-28	3%	-18%	1%
> COc1ccc(OC)c(CNC(=O)c2cc3c(Cl)nc4ccccc4c3s2)c1
    /	-7%	8%	/	3	/	?	/
> Cc1ccc(NC(=O)c2ccc(OC(=O)COc3ccc(Cl)cc3C)cc2)cc1
    6	2%	10%	2%	2	4%	4%	3%
> COc1cc(C(=O)N(Cc2ccc(C(C)C)cc2)C2CCS(=O)(=O)C2)cc(OC)c1OC (stereo unspecified)
    /	1%	13%	/	0	/	17%	/
> CCCCn1nnnc1C(c1cc2ccccc2o1)N1CCN(c2cc(C)nc3ccccc23)CC1 (stereo unspecified)
    ?	-7%	15%	1%	-11	-1%	10%	?
> Cc1ccccc1C(=O)NCC(=O)OCCOc1ccc(C(C)C)c(C)c1
    0	?	21%	19%	1	15%	39%	-17%
> COc1cccc(NC(=O)Nc2nnc(COCCO)s2)c1
    -4	-5%	5%	1%	-5	1%	-30%	1%
> CCN(CC)S(=O)(=O)c1ccc(C)c(N=C=S)c1
    4	15%	4%	2%	3	7%	9%	-9%
> N/C(=N\OC(=O)Cc1cccc2ccccc12)c1ccccn1
    4	8%	?	-13%	-3	-9%	8%	-6%
> Cc1cccc(OCC(=O)Nc2cc(S(=O)(=O)N3CCOCC3)ccc2N2CCCC2)c1C
    -1	24%	13%	1%	1	0%	-11%	-19%
> O=C(/C=C/c1ccc(F)cc1)NNC(=O)CCN1CCN(Cc2ccccc2)CC1
    -19	3%	0%[0.397 µM]	-2%	-26	6%	38%	1%
> CCCCCC(=O)OC(CN1CCCCC1)CN1CCCC1=O (stereo unspecified)
    ?	7%	-6%	-2%	-14	-12%	-10%	-6%
> Cc1ccc(Cn2c(C)c(C(=O)NCC(C)C)sc2=O)cc1
    36	23%	?	-1%	6	-1%	5%	11%

Additional structures follow:
Values run as follows: D3 antag	Abeta yeast res	TDP-43 yeast inh	aSyn yeast inh	DRD3 agonist	EPAC2 ag	FUS suppressor	EPAC2 antagonist
> COc1ccc(OCC(=O)Nc2ccc(N3CCN(C(=O)c4ccccc4)CC3)c(Cl)c2)cc1
    12	3%	21%	1%	9	4%	?	0%
> O=C1CC2(CCN(C(=O)c3ccccc3[N+](=O)[O-])CC2)Oc2ccccc21
    19	27%	?	10%	7	4%	-10%	9%
> CC(=O)c1ccc(N(C(=O)CNC(=O)c2ccco2)C(C(=O)NCC2CCCO2)c2ccccc2)cc1 (stereo unspecified)
    -4	-1%	0%	-3%	-5	12%	10%	2%
> CCCCCCCCNC(CO)(CO)CO
    1	3%	-7%	-1%	-7	-4%	-4%	2%
> CCOc1cc(C(=O)NCc2ccc(C)cc2)ccc1OCC(=O)N1CCOCC1
    -1	-5%	-15%	1%	-8	3%	7%	11%
> CCN(C(=O)COC(=O)CCOc1ccccc1)c1c(N)n(Cc2ccccc2)c(=O)[nH]c1=O
    2	-7%	0%	-15%	3	1%	-9%	-4%
> CC(=O)N1CC2(C)CN(C(C)=O)CC(C)(C1)C2
    -9	9%	-15%	1%	-1	1%	/	19%
> CCCCc1cc(=O)oc2cc(C)cc(OCC(=O)N3C[C@H]4C[C@@H](C3)c3cccc(=O)n3C4)c12
    -2	-26%	-28%	1%	0	5%	-9%	17%
> Fc1ccc(Nc2ncnc3sc4c(c23)CCC4)cc1F
    -19	1%	0%	6%	2	0%	/	3%
> O=C(COC(=O)c1ccccc1-n1cnnn1)c1ccccc1
    12	0%	-9%	-5%	3	6%	-12%	13%
> CC1=C(c2ccc(F)cc2)[N+](=O)C(C)(C)N1[O-]
    -11	-19%	-1%	4%	6	13%	-17%	0%
> Cc1ccccc1N1CCN(CCCOc2ccc3c(C)cc(=O)oc3c2)CC1
    10	-4%	-6%	/	9	13%	-2%	-7%
> C[C@H](CO)N1C[C@H](C)[C@@H](CN(C)S(=O)(=O)c2cn(C)cn2)Oc2c(NS(=O)(=O)c3cccs3)cccc2C1=O
    -16	-4%	-10%	1%	-8	-1%	10%	-16%
> Cc1ccc(N=C2CSC(=O)N2)cc1
    41	4%	13%	6%	8	-2%	6%	11%
> COc1ccc(C(=O)NCCSCc2ccc(C)cc2)cc1
    -14	-15%	19%	-7%	-3	0%	-1%	8%
> CCc1nc2c(OCc3ccc(Cl)cc3Cl)cccn2c1N(C)C(=O)C1CC1
    -9	7%	0%	3%	-12	7%	18%	-12%
> C/C=C(\C)C(=O)N[C@@H](C)CN1C2=NC[C@H](C(C)C)N2C[C@H]1Cc1ccc(OC)cc1
    -20	-6%	20%	0%	6	-3%	-28%	17%
> COc1ccc([C@@H]2CC(=O)c3c(O)cc(O[C@@H]4O[C@H](CO[C@@H]5O[C@@H](C)[C@H](O)[C@@H](O)[C@H]5O)[C@@H](O)[C@H](O)[C@H]4O)cc3O2)cc1O
    15	-6%	26%	3%	21&6	-1%	-7%	-14%
> c1ccc(N2CCN(c3nccn4ccnc34)CC2)nc1
    -3	-24%	-14%	0%	-10	11%	-5%	-7%
> CCOC(=O)C1CCCN(C(=O)C(CCSC)NC(=O)COc2ccccc2)C1 (stereo unspecified)
    -4	11%	23%	5%	2	-2%	-6%	0%

The list goes on.
Values run as follows: D3 antag	Abeta yeast res	TDP-43 yeast inh	aSyn yeast inh	DRD3 agonist	EPAC2 ag	FUS suppressor	EPAC2 antagonist
> COc1ccc(N2CCN(C(=O)CCC(=O)N3CC(C)Oc4ccccc43)CC2)cc1 (stereo unspecified)
    9	5%	18%	6%	2	11%	21%	-1%
> CCOC(=O)Cn1c(=O)n(Cc2ccccc2)c(=O)c2cccnc21
    -24	-6%	0%	0%	-1	6%	-2%	1%
> COc1cccc(-c2nnn(CC(=O)NC3CCCC3)n2)c1OC
    2	14%	-9%	5%	2	6%	3%	-2%
> C=C(C)CN(CC)C(=O)COc1ccc(S(=O)(=O)Nc2ccc(OC)cc2)cc1
    0	-10%	-2%	-1%	-1	5%	18%	6%
> COC(=O)CC/C(O)=C1\C(=O)CC(C)(C)CC1=NCc1nc2ccccc2[nH]1
    13	15%	4%	-6%	1	-5%	-1%	6%
> COc1ccc(N2C(=O)/C(=C/c3ccc([N+](=O)[O-])cc3)C=C2c2ccccc2)cc1
    -12	-10%	-16%	2%	-5	9%	14%	-4%
> COc1ccc(NCc2cc3cc4c(cc3n(CC(=O)Nc3ccc(C)cc3C)c2=O)OCO4)cc1
    /	-7%	15%	-1%	6	/	-3%	/
> CCc1ccc(S(=O)(=O)c2nnn3c2nc(Nc2cccc(C)c2C)c2sccc23)cc1
    /	-10%	5%	/	12	/	-13%	/
> Cc1ccc(C(C(=O)NC(C)(C)C)N(Cc2ccco2)C(=O)Cn2nnc(-c3cccs3)n2)cc1 (stereo unspecified)
    1	6%	5%	2%	2	-13%	8%	1%
> Cc1nn(C)c(C)c1/C=C(/C(=O)C(C)C)n1cncn1
    12	1%	11%	-2%	-2	-4%	-10%	-9%
> COc1ccc(OC)c(-n2c(O)cnc2Nc2nc(C)cc(C)n2)c1
    -26	11%[9.22 µM]	2%	1%	1	5%	-18%	-4%
> O=S(=O)(Nc1cccc(Cl)c1)c1ccc(-n2cccn2)cc1
    -7	1%	3%	0%	-4	14%	-12%	-19%
> CCCCn1c(N)c(N(CCOC)C(=O)c2cc3ccccc3cc2OC)c(=O)[nH]c1=O
    -4	-5%	21%	1%	3	-2%	7%	-1%
> Cc1nc(SCC(=O)N2CCCCCC2)c2c(=O)n(C)c(=O)n(CC(C)C)c2n1
    20	-15%	-4%	3%	-1	-7%	21%	-12%
> COc1ccccc1NS(=O)(=O)c1cccc(C(=O)N2CCN(C/C=C/c3ccccc3)CC2)c1
    17	-9%	3%	0%	0	11%	/	7%

Only part of the results is shown (hit frequency here may not be typical).
